Screens as filed in PubChem BioAssay.
GSIS activator – GLuc luminescence reporter in INS-1E cells, primary screen for activators of glucose-dependent secretion of insulin. INS-1E GLuc reporter insulin secretion, 2-3 h. 370,000 tested, 0.61% active. AID 743287. activation, % at 16.6 µM;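 active = lowest replicate activation of at least 40%, so every replicate reaches that level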;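 also: 0% = median of neutral control wells and 100% = median of IBMX positive control wells; some compounds called inactive have numbers as strong as hits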
FN deposition inh – fibronectin deposition inhibition. 350,000 tested, 0.086% active. inhibition, % at 12.6 µM. AH1F fibroblasts, Alexa488-fibronectin deposition fluorescence, overnight;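 active = mean inhibition across replicates of 30% or more, regardless of how many single replicates reach that level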;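 also: positive control wells lacked labelled fibronectin entirely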
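Test system: AH1F fibroblast monolayer depositing Alexa488-labelled fibronectin into matrix. Input: 10000 cells per well. Technique: fluorescence, ex 485 nm, em 525 nm. Buffer or medium: DMEM plus 2% serum, read in PBS. Timing: 1 h cell adhesion before compound, then overnight fibronectin incubation. Compound: single dose, pinned. Read-out basis: inhibition from reduced deposited-fibronectin fluorescence.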
F508del corr – CFTR F508del correction in bronchial cells. CFBE cells, YFP halide quenching; stimulated with forskolin plus potentiator P3; % fluorescence drop versus neutral controls. activity (quench increase), % at 7.58 µM. 350,000 tested, 0.36% active. AID 720511;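 active = mean added fluorescence quench of at least 8% versus neutral control, with both replicates also reaching 8%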;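 also: cells transiently co-express mutant CFTR-F508del with the halide-sensitive YFP; corrector assay measuring rescue of mutant channel to the surface after 24 h compound exposure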
PglD DTNB – blocks C. jejuni PglD acetyltransferase activity; purified PglD enzyme, DTNB colorimetric CoA detection; inhibition, % at 12.5 µM; 360,000 tested, 0.098% active; AID 602405; in the data active = inhibition above about 16%, passing the limit was not always enough; also: strong numbers were not always called active
PGC1a acetyl inh – modulators of PGC1a acetylation | U2OS PGC1a acetylation, AlphaScreen anti-acetyl-lysine; with virally co-expressed GCN5 acetyltransferase | inhibition, % at 15.6 µM | 350,000 tested, 0.17% active | AID 651687;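 active = every replicate shows inhibition of at least 40%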;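 also: 0% = neutral control wells and 100% = positive control wells; some results beyond the cut were filed as inactive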
C2C12 statin – protects C2C12 myotubes from simvastatin toxicity; ATP luminescence, 48 h; scaled: DMSO 0, geranylgeraniol control 100; rescue of ATP level, % at 7.49 µM; 330,000 tested, 0.78% active; AID 602340;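 active = mean ATP rescue above about 67%, or every replicate alone reaching that limit, limit read from the data, passing the limit was not always enough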;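 also: myotubes were challenged with 10 µM simvastatin during compound exposure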
Cneo AK release – causes C. neoformans cell lysis | adenylate kinase release luminescence, 4 h; normalised: neutral wells 0, clomiphene wells 100 | lysis activity, % at 15 µM | 360,000 tested, 0.2% active | AID 651654;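 active = mean lysis activity across replicates of at least 80%, whatever share of replicates individually reach that level; inactive = mean lysis activity below 80%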
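Material: C. neoformans cells; Schedule: 4 h static compound exposure, 37 °C, read 1 h post-reagent; Measured by: adenylate kinase release luminescence; Read-out: signal increase indicating cell lysis; Controls: Clomiphene as positive lysis control.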
miR122 inh – inhibitors of miR-122 in Huh7 cells; AID 602342; activation (reporter increase), % at 12.5 µM; Huh7 miR-122 Renilla luciferase sensor, 48 h; neutral wells = 0, positive control = 100; 340,000 tested, 0.3% active;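 active = mean replicate activation score at least 90 and every replicate individually at or above 90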;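 also: higher luciferase means less miR-122 activity so hits act as miR-122 inhibitors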
The depositor's hits bear a star; · = not tested or not shown; [ ] = dose if it differs, or a comment.

Compound	GSIS activator	FN deposition inh	F508del corr	PglD DTNB	PGC1a acetyl inh	C2C12 statin	Cneo AK release	miR122 inh
Cc1ccc(-n2c(C)cc(C(=O)CSc3n[nH]c(N)n3)c2C)cc1	·	·	·	-2	7	-28	-1	0
Cc1cc(C)c(S(=O)(=O)NCC2CCC(C(=O)NCc3ccccn3)CC2)c(C)c1 (stereo not drawn)	-12	18	1.3	·	7	·	·	·
O=C(NC1CCCCC1)c1noc2c1CCCCC2	-1	0	·	·	6	-30	·	5
Cc1ccc(S(=O)(=O)N(C)C[C@H]2Oc3c(NS(=O)(=O)c4ccccc4)cccc3C(=O)N([C@@H](C)CO)C[C@@H]2C)cc1	-10	9	-0.2	-3	-5	·	-4	0[16.7 µM]
O=C(COc1cccc(C(F)(F)F)c1)NNC(=O)c1ccc(=O)[nH]c1	4	4	-8.9	-1	-3	0	0	-3
c1ccc(-c2sc3ccccc3c2-c2ccc(OCCN3CCCCC3)cc2)cc1	-40	0	1.4	1	2	9	0	0
Cc1ccc(-c2c(=O)n(O)c3ccccc3[n+]2[O-])cc1	8	10	3.9	-3	-5	-5	2	-1
C[C@@H]1CCCCO[C@H](CN(C)C(=O)CCC(F)(F)F)[C@@H](C)CN([C@H](C)CO)C(=O)c2cc(NS(=O)(=O)c3ccccc3)ccc2O1	-19	·	-1.0	0	-10	·	4	3[16.7 µM]
COCc1cc(C)n(CC(=O)Nc2ccccc2OC)c(=O)c1C#N	·	-3	·	-1	10	-3	1	0
COc1cccc(-c2ccc([C@H]3[C@@H](CO)N4CCCCN(C(=O)c5ccc(F)cc5)C[C@@H]34)cc2)c1	-19	·	1.5	-4	-5	42	1	-3[16.7 µM]
COc1ccccc1NC(=O)CNC(=O)c1ccc(F)cc1	-25	·	·	-4	11	18	7	17
CC(C)c1nnc(NC(=O)CCC(=O)NCc2ccccc2Cl)s1	35	3	1.0	-6	3	2	-1	0
CCCn1nnc(NC(=O)c2ccc(OC)cc2)n1	20	-3	·	-1	-9	·	-1	-4
Cc1nc(CC(C)C)cc(C(=O)N2CCCC(Nc3ccc(C)c(C)c3)C2)n1 (stereo not drawn)	13	8	-0.5	1	·	-3	2	·
CCN1CCN(c2ccc(S(=O)(=O)N3CCCCC3)cc2NC(=O)c2cccc(C(F)(F)F)c2)CC1	-10	-6	0.5	-4	-16	-7	-1	0
CCn1ncc(C2=NOC(C(=O)N3CCN(c4ccccc4)CC3)C2)c1C (stereo not drawn)	11	·	-1.4	-3	-4	1	3	·
C[C@@H]1CCCCO[C@@H](CN(C)C(=O)c2ccccc2)[C@H](C)CN([C@H](C)CO)C(=O)c2cc(NC(=O)Nc3ccc(F)cc3)ccc2O1	-22	·	0.7	-4	-11	·	1	-22[16.7 µM]
Cc1cc(C)cc(N2CC(C)Cn3c2nc2c3c(=O)[nH]c(=O)n2C)c1 (stereo not drawn)	11	4	2.6	6	10	-4	0	-8
C[C@@H]1CN([C@@H](C)CO)C(=O)c2cc(NC(=O)Cc3ccccc3)ccc2O[C@H]1CN(C)Cc1ccc(-c2ccccc2)cc1	-17	·	1.4	·	-6	·	·	-4[16.7 µM]
CN(C)Cc1ccc(CNC(=O)COc2ccc3ccccc3c2)cc1	5	3	0.6	-1	3	0	1	7
COc1cccc(C(O)c2nc(-c3ccc4ccccc4c3)cs2)c1 (stereo not drawn)	3	0	2.9	4	-5	3	0	-1
CC(C)CC(=O)Nc1ccnn1C1CCN(C(=O)c2ccc(F)cc2Cl)CC1	17	6	-0.9	4	1	2	1	1
Cc1cc(OCC(=O)OCC(=O)NC2CCCCC2C)ccc1Cl (stereo not drawn)	15	-6	1.8	-3	-4	2	-2	-6
CCOc1ccc(-n2nc3ccc(N)cc3n2)cc1	·	-14	4.4	-2	-1	9	3	4
Cc1ccc(C(=O)N2CCc3cc4c(cc3C2C)OCCCO4)cc1 (stereo not drawn)	7	1	0.2	-6	-4	-34	-3	-7
CC(C)Oc1ccc(-c2nc(NCC3CCCO3)c3ccccc3n2)cc1 (stereo not drawn)	-18	4	-0.3	5	-6	·	3	·
COc1ccc(-c2nc3c(Cl)cc(C(F)(F)F)cn3c2Cc2ccc(C)cc2)cc1OC	-23	·	2.9	2	-4	47	-2	0
COc1cc(C)cc2oc(=O)c(CC(=O)N3CCN(C(=O)C4COc5ccccc5O4)CC3)c(C)c12 (stereo not drawn)	-30	2	-0.4	2	-1	5	-1	-9
Cc1cc(C)c(NC(=O)COC(=O)C2=COCCO2)c(C)c1	·	-3	1.6	2	5	0	-1	5
C[C@H]1CN([C@@H](C)CO)C(=O)c2c(c3ccccc3n2C)-c2ccccc2CO[C@H]1CN(C)Cc1ccccc1C(F)(F)F	13	-5	-6.4	·	4	·	·	·
CC(C)NC(=O)N(C)C[C@@H]1Oc2ccc(NS(=O)(=O)c3cccs3)cc2CC(=O)N([C@H](C)CO)C[C@H]1C	23	·	-0.5	-5	5	-7	5	2[16.7 µM]
CCCC(=O)Nc1ccc2c(c1)C(=O)N(C)C[C@@H](OC)[C@@H](C)CN(Cc1ccccn1)[C@H](C)CO2	-5	-4	2.7	-1	-7	11	-3	·
CC(C)C1CC(CCN)(c2ccccc2)CCO1 (stereo not drawn)	-5	4	-0.6	9	-6	·	-1	1
OC12CCCCC1C(c1ccc3c(c1)OCO3)N(Cc1cccc(F)c1)CC2 (stereo not drawn)	·	-6	·	-9	-5	28	0	4
CCCC(=O)Nc1ccc2c(c1)C(=O)N(C)C[C@H](OC)[C@@H](C)CN[C@H](C)CO2	-2	5	·	-1	·	6	1	1[16.7 µM]
O=C1CCCCCN1C(=O)c1cccc(C(=O)N2CCCCCC2=O)c1	·	·	·	1	6	·	0	-4
CN(C)C(=O)C[C@H]1CC[C@H]2[C@@H](COc3ccc(NS(=O)(=O)c4cccc(F)c4)cc3C(=O)N2C)O1	-2	-3	-1.5	-3	-12	4	5	7[16.7 µM]
CCOC(=O)c1sc(C)c2c1NC(C)(c1ccccc1)NC2=O (stereo not drawn)	0	·	·	4	-13	18	3	-1
O=C(NCc1ccccc1)c1cc(C2CCCCN2C(=O)c2ccc(Cl)cc2)on1 (stereo not drawn)	-6	5	-0.5	-1	-9	11	-3	5
O=C(OCn1nnc2ccccc2c1=O)c1cccnc1	·	6	·	-3	3	0	-2	-8
CO[C@@H]1CN(C)C(=O)c2cc(NC(C)=O)ccc2OC[C@H](C)N(C(=O)c2cnccn2)C[C@@H]1C	7	5	2.4	7	0	-15	-3	·
COc1ccc(C(=O)NCCSCc2ccc(Cl)cc2)cc1OC	-4	0	2.9	3	-2	0	1	-3
Cc1ccc(CNC(=O)c2nn(C)c3c2CS(=O)(=O)c2ccccc2-3)cc1	1	6	-2.0	2	·	16	-21	·
C[C@H]1CCCCO[C@@H](CN(C)S(=O)(=O)c2ccc(Cl)cc2)[C@@H](C)CN([C@@H](C)CO)C(=O)c2cc(NS(=O)(=O)c3ccc(F)cc3)ccc2O1	7	-1	0.5	3	3	-16	3	17[16.7 µM]
COc1ccc(OC(F)(F)F)cc1CC1(C)C(=O)Nc2c(Cl)ccc(Cl)c21 (stereo not drawn)	·	·	·	-6	·	4	3	-9
NNc1nc2cc3c(cc2s1)OCCO3	44	-3	0.7	-6	·	37	-2	-3
CCN(CC)CCCN(Cc1cc2cc3c(cc2[nH]c1=O)OCO3)C(=S)NCCOC	·	2	-1.2	-1	·	-7	-1	·
CCOC(=O)c1oc2c(CN3CCN(C)CC3)c(O)ccc2c(=O)c1-c1ccccc1OC	-8	-6	2.4	3	-10	-11	-1	0
O=C(C1CCCC1)N1CC(=O)N2[C@H](CO)[C@@H](c3ccc(-c4cccnc4)cc3)[C@@H]2C1	7	-2	4.7	·	-9	·	·	·
Cc1onc(-c2c(Cl)cccc2Cl)c1C(=O)Nc1ccc(Cl)cn1	-24	1	-2.7	·	2	·	·	·
CSc1ccc(/C=C/C(=O)c2ccc(NC(C)=O)cc2)cc1	·	·	·	-4	16	-13	-2	6
CC1(OC(=O)C2CCCC2)C(=O)C=C2C=C(c3ccsc3)N(C(CO)CO)C=C2C1=O (stereo not drawn)	·	3	0.2	-4	·	-4	-2	·

Of the compounds above, these contain a CF3 group.
Compound	GSIS activator	FN deposition inh	F508del corr	PglD DTNB	PGC1a acetyl inh	C2C12 statin	Cneo AK release	miR122 inh
O=C(COc1cccc(C(F)(F)F)c1)NNC(=O)c1ccc(=O)[nH]c1	4	4	-8.9	-1	-3	0	0	-3
C[C@@H]1CCCCO[C@H](CN(C)C(=O)CCC(F)(F)F)[C@@H](C)CN([C@H](C)CO)C(=O)c2cc(NS(=O)(=O)c3ccccc3)ccc2O1	-19	·	-1.0	0	-10	·	4	3[16.7 µM]
CCN1CCN(c2ccc(S(=O)(=O)N3CCCCC3)cc2NC(=O)c2cccc(C(F)(F)F)c2)CC1	-10	-6	0.5	-4	-16	-7	-1	0
COc1ccc(-c2nc3c(Cl)cc(C(F)(F)F)cn3c2Cc2ccc(C)cc2)cc1OC	-23	·	2.9	2	-4	47	-2	0
C[C@H]1CN([C@@H](C)CO)C(=O)c2c(c3ccccc3n2C)-c2ccccc2CO[C@H]1CN(C)Cc1ccccc1C(F)(F)F	13	-5	-6.4	·	4	·	·	·
COc1ccc(OC(F)(F)F)cc1CC1(C)C(=O)Nc2c(Cl)ccc(Cl)c21 (stereo not drawn)	·	·	·	-6	·	4	3	-9

Compounds as they come. About 2.1% of those tested had a hit in this group.
